PostGolgi yeast: growth inhibition of a yeast mutant, post-Golgi transport screen. inhibition, % at 10 µM. actives 0.9% (n = 98,000). post-Golgi transport phenotypic cell assay;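 further: yeast cells grown in 1536-well plates; yeast grown about 18 h at 30C before absorbance read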
FAK inh: inhibitors of human focal adhesion kinase; Q05397; biochemical FAK kinase activity assay; inhibition, %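 (tested at 7 µM)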; actives 0.84% (n = 97,000); in the data active means inhibition above about 19%;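 further: 0% = DMSO and 100% = reference compound high control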
EphB4 antag: antagonists of human EphB4-ephrin-B2 interaction; inhibition, % at 7 µM; actives 0.15% (n = 97,000); AID 720; EphB4 LBD / TNYL-RAW-Alexa532 peptide, fluorescence polarization; P54760;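 active means inhibition above the screen-wide mean inhibition plus 3 SD, cut at about 15% in these data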;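 further: 0% = DMSO wells and 100% = excess unlabeled TNYL-RAW peptide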
Rev-RRE block: inhibitors of HIV-1 Rev-RRE RNA interaction; Rev peptide-RRE RNA binding, FRET; actives 0.79% (n = 97,000); P05866; AID 704; inhibition, % at 8 µM;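 active means inhibition above the screen-wide mean plus 3 SD, cut at about 35% in these data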;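 further: 0% = median DMSO wells and 100% = median Neomycin B control wells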
Target sequence (P05866 whole entry, looked up): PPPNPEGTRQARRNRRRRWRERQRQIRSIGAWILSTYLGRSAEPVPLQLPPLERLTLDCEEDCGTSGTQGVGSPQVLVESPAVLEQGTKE
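Probe or stimulus: fluorescein-Rev peptide as binding partner; assay system: Cy5-tagged RRE RNA duplex with fluorescein-tagged Rev peptide; timing: 5 min compound–RNA preincubation, then 15 min with peptide, 25 °C; medium: HEPES pH 7.5 buffer with KCl, MgCl2, NaCl and EDTA; signal: fluorescein-to-Cy5 FRET, 480 nm excitation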
S1P2 antag: blocks the human S1P2 receptor; cell-based S1P2 antagonist assay, inhibition at 5 uM; actives 0.21% (n = 97,000); AID 736; inhibition, % at 5 µM; O95136; in the data active means inhibition above about 45%;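 further: CRE beta-lactamase reporter cells expressing human S1P2 stimulated with S1P; 0% = agonist at EC80 alone and 100% = agonist plus reference antagonist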
PTPN22 inh 2: LYP (human) phosphatase inhibition; recombinant LYP catalytic domain, DiFMUP fluorescence; inhibition, % at 2 µM; actives 0.21% (n = 96,000); AID 640;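 active means inhibition at 2 µM at or above a set limit, the screen mean plus 3 SD, cut at about 24% in these data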;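 further: 0% = DMSO with enzyme and 100% = enzyme fully blocked by orthovanadate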
Target sequence (Q9Y2R2 whole entry, looked up, the tested form may be a part): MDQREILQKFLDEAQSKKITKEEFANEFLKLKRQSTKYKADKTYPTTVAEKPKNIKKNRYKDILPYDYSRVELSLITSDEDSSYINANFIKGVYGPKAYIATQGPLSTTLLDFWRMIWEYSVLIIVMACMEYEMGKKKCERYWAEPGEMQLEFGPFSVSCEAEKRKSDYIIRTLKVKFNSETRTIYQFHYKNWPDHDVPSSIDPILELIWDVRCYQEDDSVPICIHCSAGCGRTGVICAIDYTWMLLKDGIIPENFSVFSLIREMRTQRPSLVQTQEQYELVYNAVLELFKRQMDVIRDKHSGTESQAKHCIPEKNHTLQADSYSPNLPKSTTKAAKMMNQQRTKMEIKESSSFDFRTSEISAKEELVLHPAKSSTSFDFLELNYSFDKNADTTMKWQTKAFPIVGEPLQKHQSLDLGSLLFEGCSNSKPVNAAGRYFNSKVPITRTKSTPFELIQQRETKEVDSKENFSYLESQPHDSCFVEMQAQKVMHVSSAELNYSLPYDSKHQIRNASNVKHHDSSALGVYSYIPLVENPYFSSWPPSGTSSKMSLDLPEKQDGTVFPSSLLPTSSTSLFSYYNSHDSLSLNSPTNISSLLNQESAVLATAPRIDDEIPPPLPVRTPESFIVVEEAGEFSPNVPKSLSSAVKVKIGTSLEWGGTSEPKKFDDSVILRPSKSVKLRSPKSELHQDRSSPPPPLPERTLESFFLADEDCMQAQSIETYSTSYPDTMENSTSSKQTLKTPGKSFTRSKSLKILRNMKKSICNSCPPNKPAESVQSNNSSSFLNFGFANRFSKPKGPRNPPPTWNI
LYP act: increases human PTPN22 phosphatase activity | recombinant LYP, DiFMUP fluorescence; 0 = plate median, 100 = signal doubled | AID 697 | actives 0.11% (n = 96,000) | activation, % at 2 µM | Q9Y2R2;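 active means activation at 2 µM above a set limit, the mean plus 5 SD, cut at about 37% in these data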
PostGolgi ctrl: growth of the yeast control strain, post-Golgi counter-screen; efflux-deficient yeast background strain, growth absorbance A615, 16 h; inhibition, % at 10 µM; actives 5% (n = 98,000); AID 738
S1P2 ag: agonists of human S1P2 receptor; S1P2-expressing cell line, agonist reporter read-out; activation, % at 4.5 µM; actives 0.46% (n = 97,000); AID 729; in the data active means activation above about 16%;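 further: 0% = vehicle low control and 100% = maximal reference agonist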
Active calls of the source: *; . = no result given. Unless noted, no stated cut-off is given here; in the data, active means inhibition above about 30%; inactive means the rest. Compounds were not picked by outcome; about 7% have a hit in one of these screens.

SMILES	PostGolgi yeast	FAK inh	EphB4 antag	Rev-RRE block	S1P2 antag	PTPN22 inh 2	LYP act	PostGolgi ctrl	S1P2 ag
Cc1cc(C)cc(NC(=S)NCc2cccn2C)c1	-15	-5	12	0	-6	4	-1	9	-9
COc1ccc(-c2cc(C(F)F)n3ncc(C(=O)N4CCCCC4)c3n2)cc1	-2	6	-6	6	-11	6	-4	0	-9
COc1ccc(NC(=O)COC(=O)Cn2c(C)nc3ccccc32)cc1OC	8	-10	-3	0	9	8	-4	1	-6
CC(C)(C)P(=O)(CO)c1ccccc1 (stereo not drawn)	-8	3	8	6	29	2	-2	-3	-3
CCCc1nnc(SCC(=O)N2CCCCC2)n1CC1CCCO1 (stereo not drawn)	-1	-7	-5	2	11	-13	15	-5	-6
O=C(CSc1nnc2c(Cl)cc(Cl)cn12)NC1CCS(=O)(=O)C1 (stereo not drawn)	-8	-2	0	4	2	0	4	6	-2
CNC(=S)Nc1cccc2[nH]ncc12	3	0	8	8	3	-6	10	7	-5
CCn1c(=O)c(=O)n(CC)c2cc(S(=O)(=O)N3CCc4ccccc43)ccc21	-8	2	5	7	8	-2	1	13	-3
Cc1cc(N2C(=O)CC(N3CCN(c4ccc(C(=O)c5cccs5)cc4)CC3)C2=O)no1 (stereo not drawn)	-9	2	1	6	13	6	-9	0	-6
COC(=O)c1sc(=S)n(-c2ccccc2)c1N	5	1	-4	5	-8	-4	3	5	-1
COc1ccc(S(=O)(=O)N(n2c(C)nnc2-n2nc(C)cc2C)S(=O)(=O)c2ccc(OC)cc2)cc1	.	-6	-7	0	-4	-12	6	.	-5
O=C(c1ccc(S(=O)(=O)N2CCOCC2)cc1)N(Cc1ccco1)Cc1cccs1	2	-3	1	4	3	-4	3	5	-5
Cc1ccc(NC(=O)c2c(C(F)(F)F)nn(C)c2SCc2ccc(Cl)cc2)cc1C	11	-1	-3	1	20	.	.	22	-2
O=c1[nH]c2ccccc2n1Cc1ccc(Cl)cc1	6	-2	0	1	-11	3	-2	9	-10
COc1ccc(Cl)cc1N(CC(=O)Nc1ccc2c(c1)OCCO2)S(C)(=O)=O	-3	-1	-2	8	16	-8	6	6	-3
COc1cccc(N2C(=O)C3C(C2=O)C2C=CC3C23CC3)c1 (stereo not drawn)	0	-4	-1	5	0	2	-5	12	-2
O=C1c2ccccc2C(=O)N1CSc1nnnn1-c1ccccc1	-5	2	-2	-1	-17	2	-5	6	-3
COc1ccc(Cl)cc1NC(=O)CSc1nnc(COc2ccccc2)n1C	5	-1	-6	12	23	-4	2	22	-8
Cc1cccc2sc(NC(=O)CNS(=O)(=O)c3ccc(Br)s3)nc12	-2	-6	-1	0	-13	-1	-2	17	-13
CC(C)CNC(=O)c1nc(-c2ccccc2)n(-c2ccccc2)n1	-3	-8	-8	-3	-24	-4	1	2	1
c1csc(CNc2nc3ccccc3n2CCN2CCOCC2)c1	-2	-1	-1	5	3	3	-1	0	-5
Cn1c(SCC(=O)c2ccc3c(c2)OCO3)nnc1-c1ccccn1	20	1	-3	-3	-6	-8	4	2	0
Cc1cccc(NC(=O)Cn2c(=O)n(Cc3ccco3)c(=N)c3c4c(sc32)COC(C)(C)C4)c1	24	-5	-9	-4	-2	-6	3	-7	-9
COC(=O)c1ccc(NC(=O)CN2C(=O)CSC2=O)cc1	0	-5	-1	-1	1	-8	4	23	-2
COc1ccc(Nc2oc(-c3cccs3)nc2C#N)cc1	-3	1	-3	6	-16	-2	0	13	-4
(further entries)
SMILES	PostGolgi yeast	FAK inh	EphB4 antag	Rev-RRE block	S1P2 antag	PTPN22 inh 2	LYP act	PostGolgi ctrl	S1P2 ag
O=C(CSc1nc(-c2ccc(F)cc2)cc(C(F)(F)F)n1)NCCN1CCOCC1	.	-1	1	0	12	3	-2	.	-2
COc1cccc2cc(C(C)N(CCCN3CCOCC3)C(=O)Nc3ccc(Cl)cc3)oc12 (stereo not drawn)	-10	1	-5	13	3	6	-9	15	2
COc1ccc(-c2nnc(SCC(=O)N(Cc3ccccc3)C(C)(C)C)o2)cc1OC	5	-4	4	-1	15	-3	2	12	-3
O=C(C1CCC(=O)N1C1CCCCC1)N1CCN(c2ccc(F)cc2)CC1 (stereo not drawn)	20	-3	2	1	5	5	-8	0	-3
CSCCC(NC(=O)c1cncc(Br)c1)C(=O)O (stereo not drawn)	0	0	-5	7	-10	2	-4	2	-2
CCCOc1ccc(C(=O)NCc2ccco2)cc1	2	-1	-2	-2	-12	-2	2	-1	2
CNC(=S)N1N=C(c2ccc(Br)cc2)CC1c1ccc(Br)cc1 (stereo not drawn)	-11	-1	1	2	-6	10	-12	33*	-1
O=C(NCc1cccnc1)c1cn(-c2ccccc2)nc1-c1cccs1	0	5	3	3	23	6	-6	14	-8
C=CCNC(=O)c1cccc(C(F)(F)F)c1	3	-6	4	5	4	7	-3	30	-4
COc1ccccc1Nc1ncccc1C(=O)NCc1ccccc1	-2	1	-4	13	-33	0	2	6	-4
Cc1cc2c(cc1C)[n+](C)cn2CC(O)COCc1ccccc1 (stereo not drawn)	-1	-1	2	-8	9	0	2	16	-7
Cc1c(Cl)cccc1-c1ccc(C(=O)N2CCN(c3ccc([N+](=O)[O-])cc3)CC2)o1	2	-1	-4	9	0	-10	8	11	3
CCOC(=O)C1CCCCN1Cc1cc(Cl)ccc1O (stereo not drawn)	19	-1	11	8	-48	5	-4	7	-2
Cc1ccc(-c2nc(-c3ccccn3)no2)cc1	12	9	11	8	21	-6	5	3	-4
O=C(COC(=O)c1cnccn1)c1ccccc1	5	1	-6	4	-13	1	-5	-15	-4
CCCn1c(C)cc(/C=C(\C#N)C(=O)OCC(=O)NC(=O)NCC)c1C	-3	-2	-4	5	-10	2	-2	3	1
O=C(Nc1ccc(OC(=O)c2cccnc2)cc1)c1cccnc1	9	4	8	7	11	5	-8	27	-8
O=C(Cc1ccc(-n2cccc2)cc1)NCc1cccs1	4	4	-1	0	-14	-5	2	-11	-4
COc1ccc(C(=O)c2ccc(Cl)cc2)c2ccccc12	-1	-1	6	17	-6	-6	8	0	-1
CS(=O)(=O)N1CCN(c2ccc([N+](=O)[O-])c(NCCN3CCOCC3)c2)CC1	-3	-1	-2	2	2	6	-7	-2	-5
CC(C)(C)C(=O)COC(=O)c1ccc(O)cc1	2	-1	5	1	-4	-10	7	-2	-7
CCOc1ccc(N(CC(=O)Nc2cccc(Cl)c2)S(=O)(=O)c2c(C)noc2C)cc1	7	3	-1	10	-10	0	-2	45*	-2
Cc1cc(Nc2cccc([N+](=O)[O-])c2)n2c(nc3ccccc32)c1C#N	-13	-6	-11	-3	-9	-1	6	3	-8
Cc1nn(C)c(C)c1CNC(=O)c1cnn2c1NC(c1ccccc1)CC2C(F)(F)F (stereo not drawn)	2	-2	-3	3	7	-4	3	13	-4
Nc1nc(-c2ccco2)nn1C(=O)c1ccccc1	1	5	5	6	14	12	-10	5	-6
Following part
SMILES	PostGolgi yeast	FAK inh	EphB4 antag	Rev-RRE block	S1P2 antag	PTPN22 inh 2	LYP act	PostGolgi ctrl	S1P2 ag
Clc1ccc(N2CCCCCC2)nn1	10	0	1	4	1	-4	7	4	-3
CCC(=O)Nc1ccccc1Oc1ccccc1	4	-2	-1	8	-2	-1	0	1	-7
COc1cc(C2=NOC(C(=O)NCc3ccccn3)C2)cc(OC)c1OC (stereo not drawn)	1	1	-2	2	-15	-8	9	1	-5
COC(=O)c1ccc(NC(=O)Cc2ccccc2)cc1	0	6	-3	4	12	-10	15	5	-5
Cc1ccc(S(=O)(=O)/N=C(\c2ccc(F)cc2)n2c(C)nc3ccccc32)cc1	3	-9	2	4	12	14	-11	-8	-4
Cc1cc(C(c2ccc(C)o2)c2ccc(C)o2)c(O)c([N+](=O)[O-])c1	0	0	-7	7	-36	14	-17	19	-4
O=C(NNS(=O)(=O)c1ccccc1)C1CCN(S(=O)(=O)c2ccc(Cl)cc2)CC1	3	3	-5	-2	11	-4	6	-5	-5
C=CCn1c(SCC(=O)NC)nc2sc3c(c2c1=O)CCC3	-6	-1	2	8	-11	7	-8	0	-4
COC(=O)c1[nH]c2cccc(OC)c2c1NC(=O)CCN1CCN(c2ccccc2F)CC1	2	-3	4	5	11	-3	0	5	-10
Cc1occc1C(=O)Nc1nn[nH]n1	1	0	2	-5	-1	0	-1	3	0
Cc1nn(-c2ccccc2)c2sc(C(=O)N(CC(=O)NC3CCCC3)Cc3ccco3)cc12	10	-5	-4	0	-18	-3	3	21	5
Cc1ccccc1CS(=O)(=O)Cc1ccc(C(=O)NCCCN2CCCC2=O)o1	-8	0	2	0	13	-8	6	0	-2
Cc1ccc(C(C(=O)NC2CCCC2)N(Cc2ccco2)C(=O)CCC(=O)Nc2cc(C)on2)cc1 (stereo not drawn)	.	4	-2	1	1	4	-4	.	-3
CCOc1ccccc1N(CC(=O)Nc1cccnc1)S(C)(=O)=O	19	-3	-2	-1	-12	6	-4	-2	-4
COC(=O)c1cc(NC(=O)/C=C/c2ccc3c(c2)OCO3)cc(C(=O)OC)c1	-4	12	2	-2	25	10	-5	0	-8
COc1ccc(C(=O)Nc2cccc(C(C)=O)c2)c(OC)c1OC	12	-2	-5	12	13	0	0	1	-4
Clc1ccc(SCc2cn3ccsc3n2)cc1	-18	2	-6	-2	-16	-7	5	-1	-6
CCN(CC)c1cc(C)c2ccccc2n1	.	1	-2	-1	-7	-19	15	.	0
COCCCN1C(=O)c2ccc(C(=O)Nc3ccc(OC)cc3)cc2C1=O	0	2	3	3	-17	-3	4	0	-3
COc1cc2c(cc1NC(=O)COc1ccccc1OC)oc1ccccc12	-4	-4	1	2	15	2	2	6	-10
C=CCNC(=S)NNC(=O)C(CCC(C)C)CC(C)O (stereo not drawn)	1	-2	0	5	7	12	-9	17	-5
CC(=O)Nc1ccc2c(c1)ncn2C1CCCCC1	.	0	-6	2	3	-11	10	.	-5
CSc1ncccc1C(=O)OCc1ccc(C#N)cc1	4	1	0	0	-30	8	-8	-5	-2
CC(O)CN(CCC(N)=O)CCC(N)=O (stereo not drawn)	-12	-3	-10	2	-3	-15	20	12	-2
CN1C(=O)C2(C(C#N)=C(N)N(c3cc(Cl)cc(Cl)c3)C3=C2C(=O)CCC3)c2ccccc21 (stereo not drawn)	2	-2	3	3	0	0	-1	4	-6
Further structures follow:
SMILES	PostGolgi yeast	FAK inh	EphB4 antag	Rev-RRE block	S1P2 antag	PTPN22 inh 2	LYP act	PostGolgi ctrl	S1P2 ag
Cc1ccc(NC(=O)Cn2cnc3c(cnn3C(C)(C)C)c2=O)cc1	2	5	-1	7	5	0	1	6	-7
COCCCNC(=O)c1nc2c(nnn2Cc2cc(C)ccc2C)c(=O)[nH]1	.	-2	-1	-4	-10	-17	13	.	-5
Cc1nnc(SCC(=O)NC2CCCC2)s1	-2	-1	5	3	9	3	-2	2	-1
Cc1cc(C)c2[nH]c(=O)c(C(c3nnnn3C(C)(C)C)N(Cc3ccco3)CC3CCCO3)cc2c1 (stereo not drawn)	10	2	-3	1	-5	-6	7	7	-2
Cc1cnc(NC(=O)c2ccc(-c3nc4ccccc4s3)o2)s1	13	11	0	0	-1	2	-6	29	-4
O=C(CCc1nc2ccccc2[nH]1)Nc1ccc(F)cc1	3	-5	-4	3	11	5	-2	0	-11

Source: PubChem (several laboratories)
